RBX1-CUL1 inh: inhibitors of human ROC1-CUL1 ubiquitin ligase activity. AID 1347404, 2020. inhibition, % at 10 µM. 0.6% of 140,000 active. in vitro K48 di-Ub FRET, acceptor:donor ratio, 45 min; in the data active means inhibition above about 25%
Target sequence (P62877 whole entry, looked up): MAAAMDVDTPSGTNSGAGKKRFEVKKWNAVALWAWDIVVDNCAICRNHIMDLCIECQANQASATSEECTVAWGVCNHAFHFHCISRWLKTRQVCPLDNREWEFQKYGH
Target sequence (Q13616 whole entry, looked up): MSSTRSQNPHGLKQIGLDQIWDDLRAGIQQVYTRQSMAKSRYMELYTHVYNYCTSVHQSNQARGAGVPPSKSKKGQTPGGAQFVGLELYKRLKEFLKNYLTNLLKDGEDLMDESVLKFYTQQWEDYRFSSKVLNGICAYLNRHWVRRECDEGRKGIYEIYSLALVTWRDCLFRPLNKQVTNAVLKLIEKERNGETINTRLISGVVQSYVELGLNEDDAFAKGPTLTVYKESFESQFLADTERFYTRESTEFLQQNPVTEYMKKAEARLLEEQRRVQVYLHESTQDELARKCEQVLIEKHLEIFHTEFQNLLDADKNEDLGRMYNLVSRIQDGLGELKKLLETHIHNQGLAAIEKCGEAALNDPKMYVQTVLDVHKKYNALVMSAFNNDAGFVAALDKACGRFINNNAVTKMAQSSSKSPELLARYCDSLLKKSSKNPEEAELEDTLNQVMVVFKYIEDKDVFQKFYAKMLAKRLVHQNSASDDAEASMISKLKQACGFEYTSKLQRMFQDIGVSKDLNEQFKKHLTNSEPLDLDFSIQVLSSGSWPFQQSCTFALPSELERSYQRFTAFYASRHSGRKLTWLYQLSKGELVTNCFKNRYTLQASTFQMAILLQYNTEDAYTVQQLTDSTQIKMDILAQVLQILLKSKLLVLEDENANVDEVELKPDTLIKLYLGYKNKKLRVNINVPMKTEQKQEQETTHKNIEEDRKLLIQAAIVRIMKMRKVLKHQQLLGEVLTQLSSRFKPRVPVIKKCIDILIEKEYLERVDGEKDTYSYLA
The depositor's hits bear a star. An excerpt; count on the stated rates, not on these rows.

RBX1-CUL1 inh	Compound
-4	O=S(=O)(NCC1CCCO1)c1ccc(Br)s1 (stereo unspecified)
-4	CCC(C)Sc1oc(-c2ccco2)nc1S(=O)(=O)c1ccc(Cl)cc1 (stereo unspecified)
-1	CC(=O)c1cccc(NC(=O)c2c(C)nn(-c3ccc(F)cc3)c2-n2cccc2)c1
6	O=c1[nH]cnc2nc(-c3ccc([N+](=O)[O-])cc3)[nH]c12
6	Cc1ncc(CN2CCCC2C(=O)Nc2ccc(-c3cscn3)cc2)[nH]1 (stereo unspecified)
7	Cc1cc(C)nc(N=C(N)NN2CCN(C)CC2)n1
-1	Cc1cccc(OCC(=O)Nc2nonc2-c2ccc(Br)cc2)c1C
-12	Oc1cnc(Nc2nc3ccccc3o2)[nH]1
-1	Cc1ccc(NC(=O)Cn2nnc3sc4c(c3c2=O)CCC(C)C4)cc1 (stereo unspecified)
8	Cc1ccc(Nc2ncc3c(n2)CCCC3=O)cc1
4	Cc1ccccc1NC(=O)Cn1c(=O)n(CCCC(=O)NCc2ccc3c(c2)OCO3)c(=O)c2ccccc21
5	COc1ccc(N2C(=O)C(=O)N(Cc3ccccc3)C2=S)cc1
-5	CCOC(=O)C1(Cc2ccc(F)cc2)CCCN(C(=O)CCN2CCCCO2)C1 (stereo unspecified)
6	Cn1nc(C(=O)NCc2cccc(Cl)c2)c2c1-c1ccccc1S(=O)(=O)C2
11	c1csc(C[n+]2ccc3ccccc3c2)c1
4	COCCn1cnc2cc(NC(=O)C3CCCCC3)cc(C(=O)N3CCCC3c3nccs3)c21 (stereo unspecified)
9	CSc1nc(-c2ccc(Cl)cc2)c(C#N)c(=O)[nH]1
7	COCCn1ccc(-c2cccc(-c3cccnc3)c2)n1
9	C=CCN(c1ccc(C(=O)NC(C)C)cc1)S(C)(=O)=O
-2	CN1c2cc(Cl)ccc2-c2nc(SCC(=O)Nc3ccc(F)cc3F)ncc2S1(=O)=O

RBX1-CUL1 inh	Compound
12	CC(=O)C(C(C)=O)C1=C(Br)C(=O)C(=O)c2c(C(=O)c3ccccc3)coc21
3	O=C(CCCCCN1C(=O)/C(=C\c2ccccc2)SC1=S)Nc1ccccc1O
-5	COc1ccc(CCCN2C(=O)O[C@@H]3CN(Cc4ccccn4)C[C@@H]32)cc1
6	CCCc1noc(CN2CCSCC2)n1
-1	O=C(Nc1ccc2oc(-c3ccccc3F)nc2c1)c1ccc(Br)cc1
-1	CCc1nc2nc(C)c(NS(=O)(=O)c3ccc(C)cc3)c(=O)n2[nH]1
-6	CCc1cc(C(=O)NNC(=S)Nc2ccccc2C)cs1
-10	Cc1ccc2c(Cl)c(C(=O)Nc3ccccc3C(N)=O)sc2c1
-1	C=CCn1c(SCC(=O)c2ccc(C)cc2)nc2sc3c(c2c1=O)CCCC3
-1	Cc1cc2nc(SCC(=O)Nc3ccc4c(c3)OCO4)[nH]c2cc1C
0	CN1C(=O)/C(=C/c2cc3c(cc2Cl)OCO3)SC1=Nc1ccc(C(=O)O)cc1
2	CCc1ccc(S(=O)(=O)c2cn(CC(=O)Nc3cccc(C)c3)c3ccc(Cl)cc3c2=O)cc1
-3	CCCCNc1c2c(c(C#N)c3nc4ccccc4n13)CCC2
2	Cn1c(=O)c2nc(Br)cnc2n(C)c1=O
-8	S=C(NCc1ccccc1)N/N=C\c1ccc(Sc2ccccc2)o1
3	CCOC(=O)c1cnc2c(Cl)cccc2c1Nc1ccc2c(c1)OCCO2
-13	CCOc1cc(C2c3c(oc4ccccc4c3=O)C(=O)N2Cc2ccc(OC)cc2)ccc1O (stereo unspecified)
-2	O=c1c2cnc3nc(-c4ccccc4)nn3c2ccn1CCN1CCOCC1
10	COc1ccc(NC(=O)C(C)(c2ccccc2)c2ccccc2)cc1
10	CCSC1=NC(=O)CC(c2ccc(O)cc2)C1C#N (stereo unspecified)

RBX1-CUL1 inh	Compound
9	COC1CCN(C(=O)c2cn(Cc3ccccc3Cl)nn2)CC1
-9	CCOC(=O)C(C)(C)Oc1cccc2c1sc1c(Cl)cccc12
-1	Clc1ccc(-c2nc(N3CCN(c4ccccc4Cl)CC3)nc3ccccc23)cc1
3	Cc1c(N2C(=O)/C(=C3\C(=O)N(C)c4ccccc43)SC2=S)c(=O)n(-c2ccccc2)n1C
-10	O=C(CCSc1nnc(-c2ccco2)o1)N1CCCCC1
-12	O=C(O)c1cccc2c1C(=O)OC2
-6	O=c1/c(=C/c2ccccc2O)sc2n1C(c1cccs1)C1=C(N=2)c2ccccc2CC1 (stereo unspecified)
10	CCCNS(=O)(=O)c1ccc(OC)c(OC)c1
-7	COc1ccc(Nc2oc(-c3ccc(COc4cccc(C)c4)o3)nc2C#N)cc1
-1	CCn1c(=O)[nH]c2cc(C(=O)Nc3ccc(Cl)c(Cl)c3)ccc2c1=O
0	O=C(Cn1nnc2ccccc21)N/N=C/c1cc([N+](=O)[O-])ccc1O
0	COC(=O)CCNC(=O)C1CCN(c2nc(-c3ccccc3)nc3c2CCC3)CC1
-5	CCOc1ccc(/C=C/C(=O)Oc2ccc(Br)cc2)cc1
-4	CCc1ccccc1NC(=O)c1nnn(-c2ccc(F)cc2)c1C
3	Cc1cccc(NC(=O)CSc2nc(C)c(Cc3ccccc3)c(=O)[nH]2)c1
-5	Cc1ccc(NC(=O)c2c(C)oc3ccc(O)c(CN4CCOCC4)c23)c(C)c1
-6	CCOc1cccc(C2C(C(=O)OC)=C(C)OC(=N)C2C#N)c1OCc1ccc(Cl)cc1Cl (stereo unspecified)
1	COCC(=O)Nc1cc(C(=O)NCc2cc(OC)ccc2OC)c2c(c1)nc(C1CCC1)n2C
-8	CCOc1ccc(NC(=O)CCS(=O)(=O)c2ccc(Br)s2)cc1
2	Cc1oc2ncnc(N3CCCCC3)c2c1C(=O)N1CCN(c2cccc(Cl)c2)CC1

16 entries from above in a different format.
smiles	RBX1-CUL1 inh
O=C(CCSc1nnc(-c2ccco2)o1)N1CCCCC1	-10
O=C(O)c1cccc2c1C(=O)OC2	-12
O=c1/c(=C/c2ccccc2O)sc2n1C(c1cccs1)C1=C(N=2)c2ccccc2CC1 (stereo unspecified)	-6
CCCNS(=O)(=O)c1ccc(OC)c(OC)c1	10
COc1ccc(Nc2oc(-c3ccc(COc4cccc(C)c4)o3)nc2C#N)cc1	-7
CCn1c(=O)[nH]c2cc(C(=O)Nc3ccc(Cl)c(Cl)c3)ccc2c1=O	-1
O=C(Cn1nnc2ccccc21)N/N=C/c1cc([N+](=O)[O-])ccc1O	0
COC(=O)CCNC(=O)C1CCN(c2nc(-c3ccccc3)nc3c2CCC3)CC1	0
CCOc1ccc(/C=C/C(=O)Oc2ccc(Br)cc2)cc1	-5
CCc1ccccc1NC(=O)c1nnn(-c2ccc(F)cc2)c1C	-4
Cc1cccc(NC(=O)CSc2nc(C)c(Cc3ccccc3)c(=O)[nH]2)c1	3
Cc1ccc(NC(=O)c2c(C)oc3ccc(O)c(CN4CCOCC4)c23)c(C)c1	-5
CCOc1cccc(C2C(C(=O)OC)=C(C)OC(=N)C2C#N)c1OCc1ccc(Cl)cc1Cl (stereo unspecified)	-6
COCC(=O)Nc1cc(C(=O)NCc2cc(OC)ccc2OC)c2c(c1)nc(C1CCC1)n2C	1
CCOc1ccc(NC(=O)CCS(=O)(=O)c2ccc(Br)s2)cc1	-8
Cc1oc2ncnc(N3CCCCC3)c2c1C(=O)N1CCN(c2cccc(Cl)c2)CC1	2

Later entries
RBX1-CUL1 inh	Compound
8	Cc1cc2c(c(-c3ccccn3)c1)OC(CNC(=O)c1ccoc1)C2 (stereo unspecified)
13	Cn1ccnc1CN1CCC2(CC1)c1ccccc1[C@@H](N1CC=CCC1)[C@@H]2O
-3	Cc1ccc(CC(=O)Nc2nnc(C(F)(F)F)s2)cc1
-2	O=C1S/C(=C\c2ccccc2O)C(=O)N1Cc1ccc(Cl)cc1
6	CN(C)c1ccc(NC(=O)Cn2cc(S(=O)(=O)Cc3ccccc3Cl)c3ccccc32)cc1
3	CC(C)(C)C1CCc2c(sc(NC(=O)CCC3CCCCC3)c2C#N)C1 (stereo unspecified)
-8	Cc1[nH]c2ccc(OC(F)(F)F)cc2c1CCNC(=O)c1ccccc1Cl
2	O=C(CSc1nc2nccnc2c(=O)n1CCc1c[nH]c2ccccc12)Nc1ccccc1F
0	CC(C)CNC(=O)C1=CC(c2ccc3c(c2)OCO3)=NS(=O)(=O)N1C
4	COc1ccc(-c2cn3c(n2)sc2cc(C(=O)Nc4cc(OC)cc(OC)c4)ccc23)cc1
-3	CCOc1ccc(N2CC(C(=O)NC3CCCC3)CC2=O)cc1 (stereo unspecified)
-3	Cn1c(SCc2ccc(C(F)(F)F)cc2)nc2c([nH]c3ccccc32)c1=O
0	CC1(C)CC(CCNC(=O)CCC2(Cc3ccc(F)cc3)CCC(=O)N2)(c2ccccc2)CCO1 (stereo unspecified)
4	COc1cccc(NC(=O)c2cccc(NC(=O)c3ccco3)c2)c1
2	COc1cc(/C=C/c2nc(C#N)c(N3CCN(C)CC3)o2)cc(OC)c1OC
8	O=S(=O)(c1ccc(-c2ccc(Cl)cc2)cc1)N1CCN(c2ccccc2F)CC1
1	O=C(Cn1c(=O)ccc2cc(S(=O)(=O)N3CCCC3)ccc21)Nc1ccccc1
-2	COc1ccccc1CCN(C(=O)Nc1cccc(Cl)c1)C1CC(=O)N(c2ccc(C)cc2)C1=O (stereo unspecified)
-2	Cc1c(Cl)cccc1NC(=O)c1ccc(CN2CCCCC2)cc1
10	Cc1cc(NC(=O)C(C)(C)C)cc(-c2nc3ncccc3o2)c1O

Part of the list above, with each value named.
CCn1c(=O)[nH]c2cc(C(=O)Nc3ccc(Cl)c(Cl)c3)ccc2c1=O
  RBX1-CUL1 inh: -1
CN(C)c1ccc(NC(=O)Cn2cc(S(=O)(=O)Cc3ccccc3Cl)c3ccccc32)cc1
  RBX1-CUL1 inh: 6

(cont.)
RBX1-CUL1 inh	Compound
-4	CC(=O)Nc1ccc(S(=O)(=O)Oc2ccc([N+](=O)[O-])cc2)cc1
7	CC(=O)NC1OCC(O)C(O)C1O (stereo unspecified)
7	COc1cc(C2C3=C(CC(C)(C)CC3=O)N(CCC(=O)O)C3=C2C(=O)CC(C)(C)C3)cc(Cl)c1OCc1cccc(F)c1
-9	CC(C)(C)c1ccc(C2CC(=O)C3C(=Nc4ccccc4N(C(=O)C(F)(F)F)C3c3ccc(C(F)(F)F)cc3)C2)cc1 (stereo unspecified)
3	Cc1ccc(C(=O)CSc2nnc(-c3ccccc3)o2)cc1
-7	COCCNC(=O)CCCn1c(SCC(=O)Nc2ccc(F)cc2)nc2c(sc3ccccc32)c1=O
3	Oc1c(I)cc(I)cc1/C=N/Nc1nc(N2CCOCC2)nc(N2CCOCC2)n1
10	CCCNC(=O)Nc1cc(C(=O)NCc2cccc(OCC)c2)ccc1N1CCCC1
-3	Cc1c(CC(=O)N(C)CCO)c2c(n1Cc1ccc(F)cc1)CCCC2=O
2	COC(=O)c1ccccc1C(=O)N1CCCC(CCC(=O)N2CCN(C)CC2)C1 (stereo unspecified)
-2	CCOC(CN(Cc1ccccc1)c1nc(N)[nH]c(=O)c1[N+](=O)[O-])OCC
-12	COc1ccc(N2C(=O)[C@@H](OCc3ccccc3)[C@H]2C2=C(C)C[C@H]3[C@@H]2C3(C)C)cc1
3	CCOC(=O)c1sc(N2C(=O)c3oc4ccccc4c(=O)c3C2c2ccccc2)nc1C (stereo unspecified)
-4	Cc1ccccc1C(=O)N1CCC(c2nc(-c3ccc(S(=O)(=O)N4CCCC4)cc3)no2)CC1
1	Nc1nonc1-c1noc(COc2ccc(Cl)cc2)n1
-9	Cc1nc(N2CCOCC2)c2c(C(=O)N3CCN(c4cccc(C(F)(F)F)c4)CC3)c(C)oc2n1
-2	N#Cc1c(N)nc(-c2ccc(F)cc2)c2c1CCCC2
2	CCN(CC)Cc1nc2nc[nH]c2c(=O)[nH]1
-3	Cc1ccc(NC(=O)CSc2nnc(-c3cc4occc4n3C)n2-c2ccccc2C)c(Cl)c1
1	CCOc1ccc(N(CC)C(=O)C2CCN(S(=O)(=O)c3cccc4nonc34)CC2)cc1

RBX1-CUL1 inh	Compound
-4	Cc1nc(N2CCCC2)ncc1C(=O)Nc1ccc(F)cc1F
5	COC(=O)C1C(C)=Nc2nc3ccccc3n2C1c1ccccc1[N+](=O)[O-] (stereo unspecified)
-2	Cc1ccc(OC(C)C(=O)Nc2nc3ccccc3s2)cc1 (stereo unspecified)
-1	O=C1c2ccccc2C(=O)C12OC(c1ccccc1)C1(C(=O)c3ccccc3C1=O)C2c1ccc(Cl)cc1 (stereo unspecified)
10	CCN1C(=O)C(=Cc2cn(CCOc3ccc4c(c3)OCO4)c3ccccc23)C(=O)N(CC)C1=S
-1	CC(C)NC(=O)c1ccc2c(c1)CC(C)N2S(C)(=O)=O (stereo unspecified)
-1	O=C(CSc1ccc(F)cc1)Nc1ccccc1N1CCOCC1
-1	CC(C)c1ccc(OCC(=O)N(Cc2ccc(N(C)C)cc2)C2CCS(=O)(=O)C2)cc1 (stereo unspecified)
2	COc1cc(Cl)c(NC(=O)CN(C)S(=O)(=O)c2ccc3c(c2)CCCC(=O)N3)c(OC)c1
4	COc1ccc(NS(=O)(=O)Cc2ccccc2Cl)cc1
-8	CC(C)N(Cc1ccccc1)c1ncnc2c1nnn2C
-6	CC1CCN(C(=O)C2CC(=O)N(c3ccc(F)cc3)C2)CC1 (stereo unspecified)
11	O=C1CC(N2CCC3(CC2)OCCO3)C(=O)N1c1ccc(Br)cc1 (stereo unspecified)
10	CC12CCC(C(=O)Nc3ccccc3N3CCOCC3)(CC1=O)C2(C)C (stereo unspecified)
10	CCOc1cc(OCC)c(OCC)nc1Br
5	Cc1ccc(C)c(OCC(=O)NC(C)(C)C)c1
0	Cc1ncoc1C(=O)N1CCC(CCC(=O)Nc2ccc3c(c2)OCCO3)CC1
3	Cc1nc2ccc(-c3nc(-c4c(C)ncc5c4CCNC5)no3)cc2[nH]1
5	CN(C)C=NC(=O)c1c(N=CN(C)C)c(C#N)n2c1CCC2
1	CC(C)c1nn2c(=O)cc(COC(=O)c3ccccc3NC(=O)c3cccs3)nc2s1

RBX1-CUL1 inh	Compound
1	O=C(CSc1nnc(Cc2ccccc2)n1C1CCCCC1)NNC(=O)Cc1ccccc1
-11	CCc1ccc(N2CC(c3nnc(NC(=O)c4ccco4)s3)CC2=O)cc1 (stereo unspecified)
-4	COc1ccc(NC(=O)c2oc3ccccc3c2NC(=O)c2cc(=O)c3c(C)cc(C)cc3o2)cc1
-13	COc1ccccc1C(=O)n1c(=S)nc2cc(C)ccn21

Screening results deposited in PubChem BioAssay by Icahn School of Medicine at Mount Sinai.
